Kir21 block – Kir2.1 (mouse) channel inhibition; B-score at 10 µM; AID 1672; HEK293-Kir2.1, FluxOR thallium flux fluorescence; stronger effect = lower value; hit rate 0.85% among 310,000;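 active means fluorescence ratio B-score at or below minus 3 SD of library scores, with starting-brightness B-score within 2 SD, cut at about -4.2 in these data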;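 further: channel flux triggered by added potassium and thallium sulfate stimulus; B-score of peak minus minimum fluorescence over baseline after thallium stimulus; more negative B-score means stronger Kir2.1 block with less thallium influx; some compounds called inactive have numbers as strong as hits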
KCNQ2 block – KCNQ2 potassium channel inhibitors, primary screen, cell-based, CHO-K1, FluxOR thallium flux, B-score (AID 2156); 20 min; stronger effect = lower value; B-score at 10 µM; hit rate 1.1% among 310,000;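 active means fluorescence ratio B-score at most minus 3 library SDs, with starting brightness B-score within 2 library SDs, cut at about -5.5 in these data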
Target sequence (O88943 whole entry, looked up): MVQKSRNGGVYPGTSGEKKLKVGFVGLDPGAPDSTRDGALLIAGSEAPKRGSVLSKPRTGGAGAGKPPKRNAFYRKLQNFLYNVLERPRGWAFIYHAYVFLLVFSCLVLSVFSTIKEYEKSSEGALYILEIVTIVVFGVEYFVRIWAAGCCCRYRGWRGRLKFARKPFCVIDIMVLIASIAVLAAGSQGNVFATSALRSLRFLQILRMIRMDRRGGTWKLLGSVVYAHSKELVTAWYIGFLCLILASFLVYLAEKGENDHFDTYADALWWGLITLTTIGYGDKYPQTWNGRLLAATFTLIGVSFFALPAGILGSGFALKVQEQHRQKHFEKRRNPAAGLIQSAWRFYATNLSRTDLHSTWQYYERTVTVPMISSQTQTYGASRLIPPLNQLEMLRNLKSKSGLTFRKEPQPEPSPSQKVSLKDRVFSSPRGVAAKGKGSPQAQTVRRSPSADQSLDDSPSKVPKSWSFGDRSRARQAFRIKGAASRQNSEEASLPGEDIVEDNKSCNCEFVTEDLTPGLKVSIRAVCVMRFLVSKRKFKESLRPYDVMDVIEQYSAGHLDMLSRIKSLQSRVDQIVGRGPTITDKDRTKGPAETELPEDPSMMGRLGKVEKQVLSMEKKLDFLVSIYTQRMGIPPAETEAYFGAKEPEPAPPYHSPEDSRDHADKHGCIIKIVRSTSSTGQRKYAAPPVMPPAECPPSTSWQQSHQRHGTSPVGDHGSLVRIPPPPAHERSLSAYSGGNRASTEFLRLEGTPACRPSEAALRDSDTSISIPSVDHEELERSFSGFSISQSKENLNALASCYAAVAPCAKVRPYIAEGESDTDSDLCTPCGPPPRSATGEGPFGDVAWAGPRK
* = called active by the depositor; i = inactive.

Kir21 block	KCNQ2 block	SMILES
0.39	i	CCOC(=O)c1ccc(NC(=O)c2cc(C)nc3ccccc23)cc1
-0.85	i	O=C(NCCN1CCOCC1)c1sc2ccccc2c1Cl
-0.63	i	Cc1ccnc(NS(=O)(=O)c2ccc(NC(=O)/C=C/c3cccs3)cc2)n1
1.4	i	COc1ccccc1CNC(=O)CCc1nnc2ccc(NCCCN3CCCC3=O)nn12
0.36	i	O=C(Nc1ccc(F)cc1F)c1cc(Cl)sc1Cl
-0.27	i	CCCCNC(=O)c1ccc(NC(=O)C2CCCO2)cc1 (stereo unspecified)
-0.57	i	CC(C)NC(=O)CN1C(=O)NC(CCc2ccccc2)C1=O (stereo unspecified)
1.2	i	O=[N+]([O-])c1cncc([N+](=O)[O-])c1Nc1cccc(O)c1
-1.7	i	COc1cccc2c1nc(C)c1cc(C)oc12
-1.6	i	Cn1c(=O)cc(OCCCC(=O)N2CCCCC2)c2ccccc21
-2.1	i	O=C(Nc1ccc(Cl)c(Cl)c1)N(Cc1cccnc1)Cc1ccco1
-2	i	C=CCC(CC=C)(C(N)=O)c1ccccc1
-0.41	i	CN(C(=O)COC(=O)CNC(=O)c1ccc2ccccc2c1)c1c(N)n(Cc2ccccc2)c(=O)[nH]c1=O
-0.01	i	Cc1ccc(-c2nnc(SCC(=O)NC3CCCC3)n2C)cc1
0.89	i	Cc1cc(C)c2[nH]c(=O)c(CN(Cc3ccc4c(c3)OCO4)Cc3nnnn3C3CCCC3)cc2c1
-0.16	i	O=C(C1CCCCC1)N1CC(=O)N2CCc3ccccc3C2C1 (stereo unspecified)
0	i	N#Cc1c(OCC(=O)c2ccccc2)nc2c(c1-c1ccco1)CCc1ccccc1-2
-1.9	i	CCOC(=O)C1=C(C)Nc2nc(SCC)[nH]c(=O)c2C1c1ccncc1 (stereo unspecified)
-0.08	i	NC(CSS(=O)(=O)O)=NCCC12CC3CC(CC(O)(C3)C1)C2
0.46	i	CCn1c(SCC(=O)Nc2cc(C)on2)nnc1-c1ccc(OC)cc1
-0.28	i	O=C(Nc1ccc(NC(=O)c2cccs2)c(Cl)c1)c1ccco1
-0.89	i	CCNC(=S)NCc1ccc2[nH]c(C)cc2c1
-3.9	i	COc1ccccc1CNC(=O)COC(=O)c1cccc(S(=O)(=O)N2CCCCC2)c1
0.5	i	CCN(C(=O)COC(=O)c1nc2nc(C)cc(C)n2n1)C1CCS(=O)(=O)C1 (stereo unspecified)
0.84	i	O=C(CCn1nnc2ccccc21)OCC(=O)c1ccc([N+](=O)[O-])cc1
-2.6	i	Fc1ccc(-n2cc(CNCCc3ccccn3)c(-c3ccccc3Cl)n2)cc1
-0.17	i	Oc1ccc2ccccc2c1C=NC1CCCCC1
0.66	i	Clc1ccc(-c2nc(Cc3ccccc3)no2)cc1
0.98	i	Oc1c(Br)cc(Br)cc1CNn1cnnc1
2.9	i	C/C(N)=C(/C#N)C(=O)COC(=O)CNS(=O)(=O)c1ccc2ccccc2c1
-0.03	i	O=[N+]([O-])c1ccc(COc2cccc(CNc3ccc(F)cc3)c2)cc1
-2	i	CCN=c1sc2ccccc2n1CC(O)COc1ccccc1 (stereo unspecified)
1.5	i	c1ccc(-c2nccc(-c3ccc(-n4cnc5ccccc54)cc3)n2)cc1
-1.8	i	COCCn1c(SCC(=O)Nc2ccccc2C(F)(F)F)nc2ccccc2c1=O
0.79	i	CCOc1ccccc1C(=O)N[C@H](C(=O)NCc1ccccc1)C(C)C
0.26	i	Cc1cc(C)cc(-n2c(C)nc3cc(C(=O)O)ccc32)c1
-2.2	i	CCOc1ccccc1NC(=O)CSc1nnc(-c2ccccc2Cl)n1Cc1ccco1
-0.99	i	COc1ccc(Cl)cc1NC(=O)CN(C)CC(=O)Nc1ccc(Br)cc1
1.1	i	CCOC(=O)N1CCN(C(=O)c2ccc3c(c2)N(Cc2cc(C)ccc2C)C(=O)c2ccccc2S3=O)CC1 (stereo unspecified)
-0.61	i	COc1ccc(OC)c(CN2CCN(C(=O)c3ccco3)CC2)c1
0.6	i	COc1ccc(CCN=Cc2ccc(O)cc2)cc1OC
1.7	i	CCCCOC1CC(c2ccc(OCc3ccc(OC)cc3)c(OC)c2)N(C)O1 (stereo unspecified)
0.08	i	Cc1noc(NC(=O)c2ccc(F)cc2)c1C#N
-2.2	i	OCCN1CCN(c2nc(N3CCCCC3)nc(N3CCCCC3)n2)CC1
-0.06	i	CCCCCNC(=O)c1cn(CC)c2cc(N3CCN(C)CC3)c(F)cc2c1=O
0.01	i	Cc1ccc(S(=O)(=O)N2CCOCC2)cc1C(=O)Nc1ccc(-c2cn3ccsc3n2)cc1
0.29	i	COC(=O)CN(C)C(=O)c1ccc2nc(Cc3cccc(Cl)c3)oc2c1
-0.68	i	Cn1c(=O)n(C/C=C/c2ccccc2)c(=O)c2c1nc1n2CCCN1c1ccc(F)cc1
0.46	i	O=C(OCc1ccccc1)N1CCCC1/C=C/CN1CCOCC1 (stereo unspecified)
0.26	i	O=C(CN1CCCC1)Nc1ccccc1Cl
-0.83	i	O=C(CS(=O)c1ccc(F)cc1)Nc1ccccc1Cl (stereo unspecified)
-0.08	i	Cc1ccc(NC(=O)c2c([N+](=O)[O-])cnn2C)cc1C
0.88	i	COc1cccc(CN(C)C(=O)Cc2ccc(OC)c(S(=O)(=O)N3CCOCC3)c2)c1
0.52	i	CC(C)(C)c1ccc(C(=O)C2CCCN(C(=O)CN3CCCC3=O)C2)cc1 (stereo unspecified)
1.2	i	OCCC1CN(Cc2cccc3nonc23)CCN1C1CCCCC1 (stereo unspecified)
-1.2	i	O=C(Cn1nc(C(=O)O)c2ccccc2c1=O)Nc1ccc(Br)cc1
0.01	i	COc1ccc(C(=O)NCC(c2ccco2)N2CCc3ccccc32)cc1OC (stereo unspecified)
-0.64	i	Cc1onc(-c2ccccc2Cl)c1C(=O)N1CCc2ccccc2C1
-0.95	i	Nn1c(C2CCCCC2)nc2ccccc2c1=O
0.71	i	COCCNC(=S)NNC(=O)c1ccc(-n2cnnn2)cc1

(listing goes on)
Kir21 block	KCNQ2 block	SMILES
0.73	i	CCSc1nnc(-c2ccncc2)o1
0.48	i	CCOc1ccc(-c2nnc3ccc(SC(C)C)nn23)cc1
-1.6	i	Cc1cc(C)c(S(=O)(=O)Nc2cccc3nsnc23)c(C)c1
1.2	i	Cc1ccc(S(=O)(=O)/N=C2\C=C(Nc3cccc(C(=O)O)c3)C(=O)c3ccccc32)cc1
-3.5	i	CCNC(=O)CN(c1ccccc1)S(=O)(=O)c1ccc(Cl)cc1
1.3	i	COc1cc2cc3c(N)c(C(=O)Nc4sc(C)c(C)c4C#N)sc3nc2cc1OC
-0.67	i	CCC(=O)NNc1cc(=O)c2c(=O)n(C)c(=O)n(C)c2[nH]1
-0.57	i	Cc1nc2c3ccccc3n(CC#N)c(=O)n2n1
-1.9	i	O=C(COC(=O)c1ccccc1NS(=O)(=O)c1ccc(Cl)cc1)NCc1ccccc1
1.1	i	O=C(NNC(=O)c1cccnc1SCc1cccc([N+](=O)[O-])c1)c1ccccn1
-1	i	O=C(NCc1ccco1)/C(=C\c1cccs1)NC(=O)c1ccccc1
-2.3	i	CC1CCN(S(=O)(=O)c2ccc3c(ccn3CCC(=O)N3CCCCC3)c2)CC1
-0.34	i	COC(=O)c1ccccc1NC(=O)Cn1c(SC)c(F)cnc1=O
-1.1	i	COc1ccc(N(C(=O)COc2cccc(C)c2)S(=O)(=O)c2ccc(C)cc2)cc1
1.1	i	CCOc1ccc(-c2nc(N)ncc2Oc2ccccc2Br)c(O)c1
0.31	i	Cc1ccccc1-n1c(SCC(=O)N2CCOCC2)nc(O)cc1=O
0.79	i	O=C(COC(=O)/C=C/c1ccc(Cl)cc1)NCCc1ccccc1
0.64	i	NS(=O)(=O)c1ccc(CCN2C(=O)CCC2=O)cc1
0.4	i	CCOc1ccc(NC(=O)C2CCCN2S(=O)(=O)c2ccc3c(c2)C(C)(C)C(=O)N3C)cc1 (stereo unspecified)
0.11	i	O=C(C(NS(=O)(=O)c1cccs1)c1ccccc1)N1CCN(c2ccccc2F)CC1 (stereo unspecified)
-1.5	i	CC(C)CN(C(=O)COC(=O)c1ccc2c(c1)OCO2)c1c(N)n(Cc2ccccc2)c(=O)[nH]c1=O
-1.2	i	CC1CC(C)CN(S(=O)(=O)N2CCC(C(=O)NCc3ccco3)CC2)C1 (stereo unspecified)
1.1	i	Cc1nnc(N/N=C/c2ccco2)n1N
2.4	i	CCCOc1cccc(-c2cc(C(=O)N/N=C/c3ccccn3)c3ccccc3n2)c1
-0.39	i	CN1CCC(N(C)CC(C)(C)NS(=O)(=O)c2ccccc2)CC1
1.1	i	N/C(=N\OC(=O)c1cnn(-c2ccccc2)c1C(F)(F)F)c1cc(C(F)(F)F)cc(C(F)(F)F)c1
-0.61	i	CCc1ccc(NC(=O)CSc2nnc(-c3n[nH]c4ccccc34)n2-c2ccccc2)cc1
0.27	i	Nc1nc2n(n1)C(c1ccco1)CC(c1ccc(Cl)c(Cl)c1)N2 (stereo unspecified)
-1	i	CCOC(=O)c1cc(-c2ccccc2)sc1NC(=O)C(C)Sc1nnc(C)s1 (stereo unspecified)
0.79	i	CC(C)(C)C(=O)N=C1SC2CS(=O)(=O)CC2N1c1ccc2c(c1)OCO2 (stereo unspecified)

Sorted by formula weight (descending): some entries from above.
Kir21 block	KCNQ2 block	SMILES
-1	i	CCOC(=O)c1cc(-c2ccccc2)sc1NC(=O)C(C)Sc1nnc(C)s1 (stereo unspecified)
0.79	i	CC(C)(C)C(=O)N=C1SC2CS(=O)(=O)CC2N1c1ccc2c(c1)OCO2 (stereo unspecified)
0.27	i	Nc1nc2n(n1)C(c1ccco1)CC(c1ccc(Cl)c(Cl)c1)N2 (stereo unspecified)
-0.39	i	CN1CCC(N(C)CC(C)(C)NS(=O)(=O)c2ccccc2)CC1
1.1	i	Cc1nnc(N/N=C/c2ccco2)n1N

The listing picks up with the 2 entries that preceded the break.
Kir21 block	KCNQ2 block	SMILES
-1	i	CCOC(=O)c1cc(-c2ccccc2)sc1NC(=O)C(C)Sc1nnc(C)s1 (stereo unspecified)
0.79	i	CC(C)(C)C(=O)N=C1SC2CS(=O)(=O)CC2N1c1ccc2c(c1)OCO2 (stereo unspecified)
1.8	i	O=C(Oc1cccc(OC(=O)N2CCCCC2)c1)N1CCCCC1
0.06	i	O=C(NC1CC1)C1CCCN(C(=O)Nc2ccc(F)cc2)C1 (stereo unspecified)
1.8	i	COC(=O)c1cc2sccc2n1CC(=O)Nc1cc(OC)cc(OC)c1
0.47	i	CCOc1ccc(/C=N/NC(=O)c2cc(-c3ccco3)nc3ccccc23)cc1
-2.7	i	Cc1ccc(C2(c3noc(CN(C)CC4CCCCO4)n3)CCCC2)cc1 (stereo unspecified)
0.17	i	N#Cc1ccc(-c2nc3ccc(Br)cc3c(=O)n2O)cc1
-0.25	i	COc1ccc(-c2cc(C(=O)N3CCCCCC3)no2)cc1
0.02	i	c1ccc([C@H]2CC3C[C@@H](c4ccccc4)N2O3)cc1
0.59	i	COc1ccc(CCN=C(NS(=O)(=O)c2ccccc2)c2ccccc2)cc1OC
0.95	i	COc1cnc(-c2ccccn2)nc1Sc1ccc(C)cc1
0.48	i	CCN(CC)S(=O)(=O)c1ccc(Cl)c(C(=O)Nc2cc(C)nn2-c2ccccc2)c1
0.44	i	COc1ccc2c(c1)oc(=O)c1c3ccccc3[nH]c21
-0.26	i	Cc1cccc(N(C)C(=O)c2cc3cc4ccc(C)cc4nc3o2)c1
-1.3	i	OCC1CCCN(c2ncnc3scc(-c4ccccc4)c23)C1 (stereo unspecified)
-2.1	i	CCCCNC(=S)N(CCO)Cc1cc2cc3c(cc2[nH]c1=O)OCCO3
2	i	O=c1oc2ccccc2c2[nH]ccc12
0.79	i	O=C(NNC(=O)c1ccccc1OCc1ccc(F)cc1)c1ccncc1
0.01	i	CCC(C)NC(=O)c1c(C)cc(=O)oc1C (stereo unspecified)
1.6	i	NC(=O)[C@@H]1CCCN1Cc1nc(Cc2cccc(C(F)(F)F)c2)no1
0.69	i	CCn1c(SCC(=O)OC(C)C)nnc1-c1ccccc1
0.65	i	COc1ccc(-c2csc3ncnc(N4CCN(c5ccccc5[N+](=O)[O-])CC4)c23)cc1
0.74	i	COc1cc2c(cc1OC)C(C(=O)NCc1cccnc1)C(c1cccnc1)N(C)C2=O (stereo unspecified)
0	i	O=C(CCn1cnc2ccccc21)N/N=C/C=C/c1ccccc1
-1.8	i	O=C(Nc1ccccc1)N1CCN(C2c3ccccc3-c3ccccc32)CC1
1.1	i	O=C(Nc1sc2c(c1C(=O)NCC1CCCO1)CCCC2)c1cccs1 (stereo unspecified)
1.9	i	CCOC(=O)C1=C(C)C(c2ccc(OC)cc2)NC(=O)N1 (stereo unspecified)
0.13	i	Cc1ccc(CNc2oc(-c3ccco3)nc2C#N)cc1
0.01	i	Cc1coc2c(C)c3oc(=O)c(CCC(=O)N[C@@H](C)C(=O)N[C@@H](Cc4ccccc4)C(=O)O)c(C)c3cc12
0.59	i	Cc1c(C(=O)NC(=S)Nc2ccc3c4c(cccc24)CC3)cccc1[N+](=O)[O-]
-0.34	i	CC1(C)C([N+](=O)[O-])C(c2ccc(Cl)cc2)NC(c2ccc(Cl)cc2)C1[N+](=O)[O-] (stereo unspecified)

Screening data (PubChem BioAssay)
